# Source: PubChem BioAssay (National Center for Advancing Translational Sciences (NCATS))
# Akt phos inh: Akt phosphorylation inhibition; Neuro2A IGF-stimulated pAkt S473 HTRF, 20 min; active compounds read low; activity change, % for hits at 50 µM; 0.32% of 360,000 active; AID 651550; in the data active means activity change below about -80%; inconclusive means mostly about -51% to -80%; further: on the % scale 0 is the no-effect control and ±100 the full control effect
#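 Single-point screen (50 µM final compound) in Neuro2A cells stimulated 20 min with 6 nM IGF at 37 deg C. After lysis, Ser473-phosphorylated Akt read by HTRF (ex 330 nm, em 615/665 nm) as the 665/615 ratio.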
# HepG2 viability: HepG2 cytotoxicity, counter-screen for TGF-b inhibitors | HepG2 CAGA-GFP viability, ATP luminescence, 18 h | Potency, µM (series often up to 46.1 µM), without a hit: at the top dose activity change, negative = cytotoxicity, most hits filed as cytotoxic | 0.76% of 410,000 active; further: potency means the concentration at half of the fitted maximal effect; some results filed as inactive show a strong effect at the top dose
#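 HepG2 CAGA-GFP cells (1000/well, DMEM with 1% FBS) received compound, then TGF-beta at 500 pg/mL final, and were incubated 18 hours at 37 degrees C. Viability was read by CellTiter-Glo luminescence. Media-only wells were set as complete cell-killing and DMSO as no toxicity.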
# Nrf2 inh: inhibitors of Nrf2 signaling; AID 504444; A549 ARE-Fluc reporter, luciferase luminescence, 18-24 h; Potency, µM (titrated, usually from 46 µM), inactives show at the highest dose activity change, negative = inhibition, usual class: inhibitors; 2.1% of 360,000 active; further: potency means the concentration at half of the fitted maximal effect; on the % scale 0 is the no-effect control and ±100 the full control effect; nearly all actives have a fitted effect of over 60% in size
#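 A549 ARE_Fluc cells (5000/well, 5% FBS OPTI-MEM) pre-incubated 2 h, then treated with compounds 18-24 h at 37C/5% CO2 in concentration-response. CellTiter-Fluor viability read first; BugLite luciferase luminescence after 15 min at room temperature gives Nrf2 activity.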
# TGFb SMAD3 inh: inhibitors of TGF-b signaling; HepG2 CAGA-GFP TGF-b/SMAD3 reporter, GFP fluorescence, 18 h; TGF-beta stimulated, 500 pg/mL final; Potency, µM (doses to about 46.1 µM), for inactives: top-dose activity, negative = inhibition, usual class: inhibitors; 1.2% of 410,000 active; AID 588855; further: potency means the concentration at half of the fitted maximal effect; on the % scale 0 is the no-effect control and ±100 the full control effect; nearly all actives have a fitted effect of over 65% in size
#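 Cell-based qHTS in HEPG2 carrying a CAGA-GFP Smad reporter; compounds added before 500 pg/mL final TGF-beta, 18 h incubation at 37 degrees C, GFP fluorescence quantified per cell by imaging cytometry.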
# Nrf2 ARE act: activates Nrf2 signaling; Potency, µM (doses to about 46.1 µM), for the others: top-dose activation, most hits filed as activators; AREc32 ARE-luciferase reporter (MCF7-derived line), luminescence, 24 h; 0.31% of 410,000 active; AID 624171; further: potency means the concentration at half of the fitted maximal effect; % of control where 0% means no effect; nearly all actives have a fitted effect of over 65% in size
#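 Luciferase luminescence (Steady-Glo, 30 min at room temperature) served as the read-out of ARE activation in AREc32 cells treated with compounds for 24 hr at 37 deg C.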
# CCT modulator: changes cytosolic chaperonin activity; activity change, % (concentration not given with the values), hits read low; AID 651819; purified chaperonin ATPase assay, HTRF ADP detection, 30 min; 0.3% of 360,000 active; in the data active means activity change below about -30%; further: on the % scale 0 is the no-effect control and ±100 the full control effect
#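 Nucleotide hydrolysis assay: TRiC at 20–40 nM final (set by batch activity) with 10 uM ATP, 30 min at 37 °C, in presence of 76 uM compound. Detection by competitive ADP HTRF, 30 min ambient.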
# A549 viability: kills or reduces viability of A549 cells in Nrf2 counter-screen; A549 ARE-Fluc cells, CellTiter-Fluor viability, 18-24 h; Potency, µM (titrated, usually from 46 µM), inactives show top-dose activity change, negative = cytotoxicity, most hits filed as inhibitors; 0.16% of 390,000 active; further: potency means the concentration at half of the fitted maximal effect; on the % scale 0 is the no-effect control and ±100 the full control effect
#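 Cytotoxicity counterscreen: CellTiter-Fluor fluorescence was measured in A549 ARE_Fluc cells after 18-24 h of compound exposure in a concentration series. The subsequent BugLite luminescent read reports ARE-luciferase activity.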
# MmCpn inh: M. maripaludis TRiC chaperonin inhibition | purified Mm-Cpn ATPase, ADP Transcreener TR-FRET | Potency, µM (doses to about 76.9 µM), inactives show at the highest dose activity, negative = inhibition, actives largely listed as inhibitors | 0.031% of 330,000 active | AID 504842; further: potency means the concentration at half of the fitted maximal effect; on the % scale 0 is the no-effect control and ±100 the full control effect; nearly all actives have a fitted effect of over 80% in size
#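 ATP (10 uM final) was added to archaeal chaperonin (25 nM final) after 10 min exposure to test compound at 37°C; after 30 min further incubation, ADP was detected by competitive TR-FRET.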
# ATXN viability: viability counter-screen for ATXN expression inhibitors | S2 cells (HEK-293 line with an ATXN2-luciferase reporter) viability, CellTiter-Fluor protease fluorescence, 24 h | Potency, µM (highest dose often 56.7 µM), actives largely listed as cytotoxic | 0.49% of 400,000 active | AID 651635; further: potency means the concentration at half of the fitted maximal effect; nearly all actives have a fitted effect of over 40% in size
# Starred values were filed as active, the others as inactive; i = inactive; ? = inconclusive; · = no result given; [ ] = dose if it differs, or a comment. Unless noted, the call rests on the fitted dose curve; in most records, active means well fitted curve in the direction sought with a large enough effect; inconclusive means small, poorly fitted or top-dose-only effect, or another doubt; inactive means no such curve, though single readings can be large; an effect the other way counts as inactive or inconclusive.
# Each structure is followed by: Akt phos inh	HepG2 viability	Nrf2 inh	TGFb SMAD3 inh	Nrf2 ARE act	CCT modulator	A549 viability	MmCpn inh	ATXN viability
O=C(O)[C@H](Cc1ccccc1)NC(=O)N1CCN(c2ccccc2)CC1
    i	5%	3%	15%	0.5%	1.5	8%	-1%	i
CC(C)C(=O)Nc1c(C(=O)c2ccc(F)cc2)oc2ccccc12
    i	-6%	-8%	6%	0.3%	1.0	10%	-1%	i
C/C(=N/NC(=O)c1cccc(N2CCCC2=O)c1)c1ccncc1
    i	8%	?	6%	3.6%	-1.0	2%	2%	i
CC1(C)C(C=C(Cl)Cl)C1C(=O)N1CCN(Cc2ccccc2)CC1 (centres undefined)
    i	6%	?	7%	-0.6%	-1.6	-9%	-1%	i
CC(=O)Nc1cccc(NC(=O)CSc2nnc(Cc3cccn3C)n2-c2ccc(F)cc2)c1
    i	-7%	-9%	0%	-0.9%	-2.4	-1%	4%	i
CCOc1ccc(CCNC(=O)CN2C(=O)NC3(CCCc4ccccc43)C2=O)cc1OCC (centres undefined)
    i	-6%	4%	-16%	0.0%	-7.6	-12%	-1%	?
CSc1n[nH]c(NCc2ccc(C)cc2)n1
    i	-23%	9%	13%	2.2%	-1.2	13%	1%	i
Cc1onc(-c2ccccc2)c1C(=O)Nc1ccc(-c2nnc3n2CCCCC3)cc1
    i	2%	?	-6%	-0.7%	-1.0	-4%	-4%	i
Cc1ccc(C2CC(c3ccc(F)cc3)Nc3nc(N)nn32)cc1 (centres undefined)
    i	-15%	2%	-2%	2.2%	1.1	5%	2%	i
COc1ccc(Cl)cc1NC(=O)CCN1C(=O)C2C3CCC(C3)C2C1=O (centres undefined)
    i	-19%	0%	-3%	23%	0.4	2%	-1%	i

# Continuation:
# Each structure is followed by: Akt phos inh	HepG2 viability	Nrf2 inh	TGFb SMAD3 inh	Nrf2 ARE act	CCT modulator	A549 viability	MmCpn inh	ATXN viability
COc1ccc(C)cc1NC(=O)C(Sc1nnc(Nc2ccccc2F)s1)c1ccccc1 (centres undefined)
    i	-89%	2%	16%	3.9%	-0.1	-4%	-1%	i
CCC1(C)NC(=O)N(/N=C/c2cc(OC)c(O)c(OC)c2)C1=O (centres undefined)
    i	-3%	2%	?	-0.5%	0.6	1%	-1%	i
CCc1nn2c(=O)cc(COC(=O)c3ccccc3)nc2s1
    ·	2%	-29%	-14%	0.5%	·	-1%	·	i
COc1ccc(C(=O)NCC(c2ccco2)S(=O)(=O)c2cccs2)cc1 (centres undefined)
    ·	-11%	·	2%	5.9%	·	-1%	·	·
O=C(NC(c1ccccc1)c1ccccc1)c1ccc(Br)o1
    i	-21%	21%	-23%	1.9%	-0.5	?	0%	i
Cc1cc(C)cc(NC(=S)NCCc2ccc(S(N)(=O)=O)cc2)c1
    i	6%	-3%	0%	-0.2%	-3.0	2%	-1%	i
O=C(O)CCC(=O)N1CCc2cc(S(=O)(=O)NCc3cccs3)ccc21
    i	9%	-18%	7%	0.0%	-0.6	2%	-2%	i
CCOc1ccc(C(C)=O)cc1COc1ccc(-n2cnnn2)cc1
    i	1%	·	?	-0.7%	1.0	-1%	2%	i
COc1ccccc1N1CCN(C(c2cccs2)C(C)NC(=O)c2cccs2)CC1 (centres undefined)
    i	-3%	-8%	1%	-0.3%	-1.4	0%	0%	i
COC(=O)c1ccc(COC(=O)CNS(=O)(=O)c2ccc(C)cc2)cc1
    i	1%	10%	1%	2.7%	1.4	-1%	-1%	i

# Next section
# Each structure is followed by: Akt phos inh	HepG2 viability	Nrf2 inh	TGFb SMAD3 inh	Nrf2 ARE act	CCT modulator	A549 viability	MmCpn inh	ATXN viability
O=C(CSc1ccc(Br)cc1)NCC(c1cccs1)N1CCOCC1 (centres undefined)
    i	-37%	-14%	-20%	0.4%	1.0	-3%	2%	i
CC(C)C(=O)Nc1cccc(COc2ccccc2CN(Cc2ccccc2)C(=O)OC(C)(C)C)c1
    i	-5%	?	-13%	4.9%	0.6	-8%	·	i
COc1ccc2[nH]cc(CCNS(=O)(=O)Cc3ccccc3)c2c1
    i	-1%	?	7%	2.1%	-0.1	-12%	-4%	i
COc1ccc(CCNC(=O)c2oc3ccc(OC)cc3c2C)cc1
    i	-17%	19%	3%	0.4%	-0.8	6%	-4%	i
CCN1CCN(Cc2c(O)ccc3c2O/C(=C\C=C\c2ccccc2OC)C3=O)CC1
    i	-12%	-2%	92%[activator]	21%	0.9	-13%	-7%	i
COc1cccc(C(=O)Nc2nc3ccc(S(C)(=O)=O)cc3s2)c1
    i	-20%	12%	-20%	3.6%	-2.4	13%	-3%	i
COc1ccc(N(CC(=O)NCc2cccs2)S(=O)(=O)c2c(C)nn(C)c2C)cc1
    i	-8%	18%	-2%	-0.8%	-0.9	-3%	0%	i
O=C(COC(=O)c1c(F)cccc1Cl)NC1CCCC1
    i	-2%	14%	-6%	2.2%	-0.4	1%	1%	i
CCOc1ccc(NC(=O)C2CCCN(c3ccc(Sc4ccc(C)cc4)nn3)C2)cc1 (centres undefined)
    ·	-3%	1%	-26%	0.0%	·	-2%	·	i
COc1cc(OC)cc(-c2nnc(SCC(=O)N3CCOCC3)o2)c1
    i	-10%	·	-18%	-0.6%	-0.6	8%	4%	i

# Additional results
# Each structure is followed by: Akt phos inh	HepG2 viability	Nrf2 inh	TGFb SMAD3 inh	Nrf2 ARE act	CCT modulator	A549 viability	MmCpn inh	ATXN viability
CCOC(=O)C1(Cc2ccccc2)CCCN(S(=O)(=O)N(C)C)C1 (centres undefined)
    i	12%	5%	6%	0.3%	-4.2	1%	-2%	?
Cc1ccc(NC(=O)Nc2c[nH]c(=O)[nH]c2=O)c(Cl)c1
    ·	2%	?	-2%	0.5%	·	-1%	·	i
CCC(=O)N1CCNC(=O)C1CC(=O)Nc1ccc(C)c(Cl)c1 (centres undefined)
    i	-1%	·	-33%	-0.5%	0.8	0%	0%	i
CC1CCC(NC(=O)c2ccc(N3CCCC3=O)cc2)CC1 (centres undefined)
    i	-25%	?	26%	-0.4%	0.0	21%	-2%	i
c1ccc2c3n(nc2c1)CCCO3
    i	5%	5%	?	0.2%	1.1	-2%	0%	i
CCOCCCNc1ncnc2c1cnn2-c1ccc(C)c(C)c1
    ·	-15%	·	-8%	4.9%	·	-1%	·	?
COC(=O)Cn1cnc2c(cnn2-c2ccc(C)cc2)c1=O
    i	0%	14%	1%	0.4%	-2.3	-3%	-12%	i
COc1ccccc1NC(=O)CSCc1cc(=O)n2c(C)csc2n1
    i	4%	4%	2%	-0.6%	-1.1	2%	0%	i
Cc1cc(C)c(C#N)c(SCC(=O)NC2CC2)n1
    i	-16%	8%	-22%	-0.2%	-1.4	-5%	0%	i
O=C(CCCn1c(=O)c2cccn2c2cccnc21)Nc1ccccc1Br
    ·	-13%	-25%	0%	-0.8%	·	7%	·	·

# (continued)
# Each structure is followed by: Akt phos inh	HepG2 viability	Nrf2 inh	TGFb SMAD3 inh	Nrf2 ARE act	CCT modulator	A549 viability	MmCpn inh	ATXN viability
O=C(OCc1cc(=O)n2c(n1)sc1ccccc12)c1ccc(O)cc1O
    i	-15%	1%	0%	-1.2%	-2.3	-10%	-1%	i
O=[N+]([O-])c1cc(O)c2ncccc2c1
    i	4µM*	-7%	5µM*	?	-0.6	0%	2%	?
COc1ccc(NC(=O)CN(C)C(=O)CNC(=O)c2sc3ccccc3c2Cl)cc1
    i	-12%	?	-6%	0.5%	-0.8	-5%	-4%	i
Cc1cccc(-n2ccnc2SCC(=O)N2CCCc3ccccc32)c1C
    i	-16%	-6%	1%	-1.3%	-0.5	-5%	1%	i
Cc1ccc(C(=O)NC(Cc2cccc(F)c2)C(=O)O)cc1 (centres undefined)
    i	-13%	7%	0%	0.1%	-0.9	0%	1%	i
Cc1[nH]c2ccc(C(=O)Nc3ccncc3)cc2c1C
    i	-6%	12µM*	-22%	3.6%	-3.7	-3%	0%	i
NC(=O)CSc1nnc(NC(=O)c2cccc(S(=O)(=O)N3CCCCC3)c2)s1
    i	-1%	-22%	?	-0.1%	0.6	-7%	5%	i
O=C(CCC1CCN(Cc2nccs2)CC1)Nc1ccccc1
    i	-29%	·	-1%	0.0%	-0.2	·	·	i
Cc1nnc(SCCOC(N)=O)n1C
    i	-1%	5%	-5%	0.7%	1.2	0%	1%	i
Cc1nc2c(C#N)c(-c3ccc(Cl)cc3)ccn2n1
    i	1%	6%	-2%	0.2%	-1.5	1%	-1%	i
CC(=C\c1ccccc1)/C=C1/SC(=O)N(CCCC(=O)Nc2ccc(C(=O)O)cc2)C1=O
    i	-20%	?	2%	-1.2%	0.1	-7%	0%	i

# Record cards, as listed above. Values in the order: Akt phos inh, HepG2 viability, Nrf2 inh, TGFb SMAD3 inh, Nrf2 ARE act, CCT modulator, A549 viability, MmCpn inh, ATXN viability
# Profile of Cc1ccc(C(=O)NC(Cc2cccc(F)c2)C(=O)O)cc1 (centres undefined) : i, -13%, 7%, 0%, 0.1%, -0.9, 0%, 1%, i
# Profile of COc1ccc(NC(=O)CN(C)C(=O)CNC(=O)c2sc3ccccc3c2Cl)cc1 : i, -12%, ?, -6%, 0.5%, -0.8, -5%, -4%, i
# Profile of CC(=C\c1ccccc1)/C=C1/SC(=O)N(CCCC(=O)Nc2ccc(C(=O)O)cc2)C1=O : i, -20%, ?, 2%, -1.2%, 0.1, -7%, 0%, i
# Profile of O=[N+]([O-])c1cc(O)c2ncccc2c1 : i, 4µM*, -7%, 5µM*, ?, -0.6, 0%, 2%, ?
# Profile of Cc1nnc(SCCOC(N)=O)n1C : i, -1%, 5%, -5%, 0.7%, 1.2, 0%, 1%, i
